Assay outcomes (PubChem)
HttQ103 aggreg – qHTS Multiplex Assay to Identify Dual Action Probes in a Cell Model of Huntington: Aggregate Formation (GFP); PC12 HttQ103-GFP aggregates, Acumen cytometry, 40 h; Potency, µM (doses to about 46.1 µM), inactives show top-dose activity change, negative = inhibition, usual class: inhibitors; 1.1% of 220,000 active; AID 1688, 2009; note: potency is the fitted concentration of half-maximal effect; % is set by controls: 0 for no effect and ±100 for the full control effect; nearly all actives have a fitted effect of over 60% in size
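Read-out: GFP aggregate count by laser scanning cytometer (488 nm excitation, 500-530 nm emission, 1–25 µm objects >6 SD above background). Cells: PC12, inducible HTTex1-Q103-GFP, 100 nM tebufenozide; compounds titrated.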
CBFb RUNX1 block – qHTS Assay for Compounds Blocking the Interaction Between CBF-beta and RUNX1 for the Treatment of Acute Myeloid Leukemia; AlphaScreen CBFb-His/RUNX1-biotin binding, biochemical; Runt-related transcription factor 1 (Homo sapiens) + Core-binding factor subunit beta …; Potency, µM (doses to about 59.8 µM), without a hit: top-dose activity, negative = inhibition, actives largely listed as inhibitors; 230,000 tested, under 10 active; note: % of control where 0% means no effect
Target sequence (Q01196 whole entry, looked up): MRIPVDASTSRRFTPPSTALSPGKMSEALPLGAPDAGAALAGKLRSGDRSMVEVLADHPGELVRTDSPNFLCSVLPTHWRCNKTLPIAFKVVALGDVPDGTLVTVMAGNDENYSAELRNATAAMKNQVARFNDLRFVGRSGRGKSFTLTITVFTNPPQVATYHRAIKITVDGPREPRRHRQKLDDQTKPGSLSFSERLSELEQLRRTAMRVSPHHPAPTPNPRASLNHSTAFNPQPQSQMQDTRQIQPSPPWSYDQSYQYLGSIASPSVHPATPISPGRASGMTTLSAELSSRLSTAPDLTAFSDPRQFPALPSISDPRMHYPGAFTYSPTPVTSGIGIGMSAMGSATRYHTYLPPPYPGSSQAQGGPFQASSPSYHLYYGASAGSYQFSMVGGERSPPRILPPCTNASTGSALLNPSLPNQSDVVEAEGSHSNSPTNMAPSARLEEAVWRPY
Target sequence (Q13951 whole entry, looked up): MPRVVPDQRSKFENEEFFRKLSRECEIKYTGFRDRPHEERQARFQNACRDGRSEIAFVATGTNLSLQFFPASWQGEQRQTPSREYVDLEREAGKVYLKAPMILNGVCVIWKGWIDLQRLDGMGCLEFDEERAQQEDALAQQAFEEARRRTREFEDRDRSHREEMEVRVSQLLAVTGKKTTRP
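Inhibition was taken as any reduction in AlphaScreen signal from the CBF-beta–RUNX1 pair (His and biotin tags, 30 nM each), measured after compound (15 min) and bead (90 min) incubations at room temperature.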
SMN2 splice enh – qHTS Assay for Enhancers of SMN2 Splice Variant Expression | HEK293 SMN2-luciferase splicing reporter, luminescence, 30-36 h | Potency, µM (series often up to 46.1 µM), for inactives: top-dose activity change, positive = activation, most hits filed as activators | 2.8% of 210,000 active; note: potency is the fitted concentration of half-maximal effect; % of control where 0% means no effect; nearly all actives have a fitted effect of over 55% in size
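HEK293 cells carry an SMN2 minigene-luciferase reporter in which exon 7 inclusion puts luciferase in frame. Cells were seeded at 2000 cells/well, attached for 10-12 hours, then exposed to compounds for 30-36 hours at 37C before ONE-Glo luminescence.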
IMPase Li cell – qHTS Assay for Identifying the Cell-Membrane Permeable IMPase Inhibitors: Potentiation with Lithium. Potency, µM (doses to about 59.4 µM), without a hit: top-dose activity, negative = IMPase inhibition, most hits filed as inhibitors. 0.35% of 210,000 active. CHO-M1 cells, IP1 TR-FRET (IP-One), carbachol + lithium;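 note: IP1 builds up when IMPase is blocked and the TR-FRET signal falls; potency is the fitted concentration of half-maximal effect; plate controls were basal vehicle for no effect and high inhibitor control for full effect; nearly all actives have a fitted effect of over 50% in size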
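Readout is a homogeneous TR-FRET IP1 immunoassay (Ex 320, Em 665 and 620), where raised cytosolic IP1 lowers signal. Cells were CHO-M1 treated 30 min at 37C with test compounds plus a little lithium; AC50 values came from Hill-equation fitting.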
LMNA splice mod – qHTS Assay for Modulators of Lamin A Splicing; 0.01% of 200,000 active; Potency, µM (top dose mostly 46.1 µM), for inactives: top-dose ratio change, negative = inhibition, hits mostly inhibitors; AID 1487, 2009; HeLa LMNA splicing GFP/RFP minigene ratio, 48 h; active = well fitted inhibition curve with a large enough effect in the signal ratio, with a control signal flat, not every such curve was filed as active; inconclusive = small, poorly fitted or top-dose-only effect, or effect the other way, or a change in a side signal; the % refers to the signal ratio; note: potency is the fitted concentration of half-maximal effect; % is set by controls: 0 for no effect and ±100 for the full control effect
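Read-out is the ratio of GFP to DsRed2 object intensity, acquired by 488 nm laser-scanning cytometry on HeLa lamin A-EGFP minigene reporter cells. Compound incubation 48 hrs at 37 °C in Opti-MEM with 2% FBS; DMSO 0.5% final.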
KinaseGlo FLuc – Counterscreen for Luciferase (Kinase-Glo TM) Inhibition; Potency, µM (top dose mostly 38.3 µM), without a hit: at the highest dose activity change, negative = inhibition, hits mostly inhibitors; 0.28% of 200,000 active; Luciferin 4-monooxygenase (Photuris pensylvanica), Q27757; Kinase-Glo luciferase, ATP luminescence, 8 min; note: potency is the fitted concentration of half-maximal effect; % is set by controls: 0 for no effect and ±100 for the full control effect; nearly all actives have a fitted effect of over 60% in size
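Compound is pinned into ATP-containing buffer (10 uM ATP, imidazole pH 7.2, 7 mM MgCl2). Kinase-Glo luciferase reagent is then added. Light output is recorded following an 8-min room-temperature incubation.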
HTT ATP protect – qHTS Multiplex Assay to Identify Dual Action Probes in a Cell Model of Huntington: Cytoprotection (ATP); 0.14% of 230,000 active; Potency, µM (series often up to 56.4 µM), for the others: cytoprotection (ATP increase), hits mostly activators; PC12 HTT-Q103 induced, cytoprotection, ATP luminescence, 40 h;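 note: potency is the fitted concentration of half-maximal effect; % of control where 0% means no effect; nearly all actives have a fitted effect of over 45% in size; toxic huntingtin expression switched on by the ecdysone agonist tebufenozide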
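Readout: ATPlite luminescence (ATP level). Model: stable PC12, inducible Htt exon1 Q103-GFP. Inducer: tebufenozide, 100 nM final. Compounds: dose series. No G418 in medium.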
An asterisk follows results filed as active; & = joins results of further samples; [ ] = another dose, or the depositor's remark. Unless noted, calls come from the whole dose curve; as a rule, active = well fitted curve in the direction sought with a large enough effect; inconclusive = small, poorly fitted or top-dose-only effect, or another doubt; inactive = no such curve, though single readings can be large; an effect the other way counts as inactive or inconclusive.

How did O=C1N(CC(=O)N2CCc3ccccc32)CCN1Cc1ccc(Cl)cc1 do in these assays?
HttQ103 aggreg: -18%; CBFb RUNX1 block: 3%; SMN2 splice enh: -10%; IMPase Li cell: 9%[38.3 µM]; LMNA splice mod: inconclusive; KinaseGlo FLuc: -1%; HTT ATP protect: 6%

What do the screens show for `Cc1ccc(S(=O)(=O)N(CC(=O)NCC2CCCO2)c2cccc([N+](=O)[O-])c2)cc1` (centres undefined)?
HttQ103 aggreg: 3%; CBFb RUNX1 block: 19%; HTT ATP protect: -18%

How did Cn1cc(Br)c(C(=O)NC(=S)Nc2ccc(S(N)(=O)=O)cc2)n1 do in these assays?
HttQ103 aggreg: 7%; CBFb RUNX1 block: 10%; SMN2 splice enh: 13%; IMPase Li cell: 4%; KinaseGlo FLuc: 1%; HTT ATP protect: -58%[inhibitor]

How did COc1ccc(NC(=S)Nc2ccc(S(N)(=O)=O)cc2)c(OC)c1 do in these assays?
HttQ103 aggreg: 0%[9.22 µM]; CBFb RUNX1 block: -1%; IMPase Li cell: 3%; LMNA splice mod: inconclusive; KinaseGlo FLuc: -1%; HTT ATP protect: 12%[10 µM]

How did Clc1ccc(C2[C@H]3CN(Cc4cccnc4)[C@H](c4ccccc4)C34CC2(c2cccnc2)C4)cn1 (some centres undefined) do in these assays?
HttQ103 aggreg: 7%[9.22 µM]; CBFb RUNX1 block: -9%&7%; SMN2 splice enh: -9%; IMPase Li cell: 13%; KinaseGlo FLuc: -1%; HTT ATP protect: -10%

How did COc1cccc(OCc2cc(/C=N/n3cncn3)ccc2OC)c1 do in these assays?
HttQ103 aggreg: -3%[9.22 µM]; CBFb RUNX1 block: 1%; HTT ATP protect: 7%[10 µM]

How did COc1ccc(-c2csc(NC(=O)CC(C)C)n2)cc1 do in these assays?
HttQ103 aggreg: -7%; CBFb RUNX1 block: 8%; SMN2 splice enh: -63%[inhibitor]; IMPase Li cell: 7%; LMNA splice mod: inconclusive; KinaseGlo FLuc: -4%; HTT ATP protect: 2%[1.9 µM]

What do the screens show for `O=C(CCCn1c(=S)[nH]c2ccccc2c1=O)NC1CCCCC1`?
HttQ103 aggreg: -2%; CBFb RUNX1 block: 0%; SMN2 splice enh: -24%; IMPase Li cell: 29%[38.3 µM]; LMNA splice mod: -2%; KinaseGlo FLuc: 16%; HTT ATP protect: 3%

How did Cc1onc(-c2ccccc2Cl)c1C(=O)O/N=C(\N)c1ccc([N+](=O)[O-])o1 do in these assays?
HttQ103 aggreg: 10%[9.22 µM]; CBFb RUNX1 block: -22%; HTT ATP protect: inconclusive

How did COC(=O)c1c(NC(=O)c2ccco2)sc2c1CCC2 do in these assays?
HttQ103 aggreg: -2%; CBFb RUNX1 block: -17%; SMN2 splice enh: -22%; IMPase Li cell: 5%[38.3 µM]; LMNA splice mod: -7%; KinaseGlo FLuc: 4%; HTT ATP protect: -8%

How did CCOC(=O)Cn1cnc2c(nnn2-c2ccc(OC)cc2)c1=O do in these assays?
HttQ103 aggreg: 1%; CBFb RUNX1 block: -5%; SMN2 splice enh: -2%; IMPase Li cell: 0%[38.3 µM]; LMNA splice mod: -3%; KinaseGlo FLuc: 0%; HTT ATP protect: -7%[0.074 µM]

How did O=C(CCN1C(=O)COc2ccccc21)NCCC1=CCCCC1 do in these assays?
HttQ103 aggreg: -1%; CBFb RUNX1 block: 7%; SMN2 splice enh: -10%; IMPase Li cell: 14%[38.3 µM]; LMNA splice mod: -11%; KinaseGlo FLuc: -2%; HTT ATP protect: 2%[10 µM]

Results for Cc1cc(C)c(C#N)c(SCC(=O)Nc2ccc(S(=O)(=O)Nc3onc(C)c3C)cc2)n1 ?
HttQ103 aggreg: 5%; CBFb RUNX1 block: 1%; SMN2 splice enh: 0%; IMPase Li cell: 0%; LMNA splice mod: 1%; KinaseGlo FLuc: -3%; HTT ATP protect: -11%

What do the screens show for `C/C(CC1CC(C)OC1=O)=N\NC(N)=S` (centres undefined)?
HttQ103 aggreg: 17%; CBFb RUNX1 block: -5%; SMN2 splice enh: 10%; IMPase Li cell: -14%; LMNA splice mod: -6%; KinaseGlo FLuc: 1%; HTT ATP protect: -6%[10 µM]

Results for CCN(CC)CC(=O)N1N=C(c2cccs2)CC1c1ccco1 (centres undefined) ?
HttQ103 aggreg: -4%; CBFb RUNX1 block: -3%; SMN2 splice enh: 25%; IMPase Li cell: 49%[activator][38.3 µM]; LMNA splice mod: 6%; KinaseGlo FLuc: -4%; HTT ATP protect: 14%

Pulled one by one from the entries so far (two):
How did CCOC(=O)Cn1cnc2c(nnn2-c2ccc(OC)cc2)c1=O do in these assays?
HttQ103 aggreg: 1%; CBFb RUNX1 block: -5%; SMN2 splice enh: -2%; IMPase Li cell: 0%[38.3 µM]; LMNA splice mod: -3%; KinaseGlo FLuc: 0%; HTT ATP protect: -7%[0.074 µM]

How did COC(=O)c1c(NC(=O)c2ccco2)sc2c1CCC2 do in these assays?
HttQ103 aggreg: -2%; CBFb RUNX1 block: -17%; SMN2 splice enh: -22%; IMPase Li cell: 5%[38.3 µM]; LMNA splice mod: -7%; KinaseGlo FLuc: 4%; HTT ATP protect: -8%

The list continues.
How did O=S(=O)(c1ccccc1)N1CCC2(CCN(Cc3ccccc3)CC2)CC1 do in these assays?
SMN2 splice enh: 3%; IMPase Li cell: 24%; KinaseGlo FLuc: -1%; HTT ATP protect: 4%

Results for COc1ccc(-n2nc([N+](=O)[O-])c(=NCCc3ccc(C)cc3)n2O)cc1 ?
HttQ103 aggreg: -11%; CBFb RUNX1 block: inconclusive; IMPase Li cell: 6%; HTT ATP protect: -43%[inhibitor]

Results for CC(NC(=O)CCc1nnc(-c2ccc(-c3ccccc3)cc2)o1)c1nccs1 (centres undefined) ?
HttQ103 aggreg: 18%[9.22 µM]; CBFb RUNX1 block: 1%; SMN2 splice enh: 10µM*; IMPase Li cell: 15%; LMNA splice mod: 20%[46 µM]; KinaseGlo FLuc: -3%; HTT ATP protect: 7%[10 µM]

How did CCOC(=O)c1oc2ccccc2c1NC(=O)c1ccc(S(=O)(=O)N(C)C)cc1 do in these assays?
CBFb RUNX1 block: 0%; SMN2 splice enh: 0%; IMPase Li cell: -1%[38.3 µM]; LMNA splice mod: 9%; KinaseGlo FLuc: -1%; HTT ATP protect: 0%

What do the screens show for `CCn1c(-c2ccccc2)csc1=Nc1ccc(O)cc1`?
HttQ103 aggreg: -15%; CBFb RUNX1 block: inconclusive; SMN2 splice enh: inconclusive; IMPase Li cell: 16%; LMNA splice mod: inconclusive; KinaseGlo FLuc: -2%; HTT ATP protect: -75%[inhibitor]

What do the screens show for `COc1ccc(NC(=O)C2CCCN2C(=O)NCc2ccccc2)c(OC)c1` (centres undefined)?
HttQ103 aggreg: 1%; CBFb RUNX1 block: 6%; LMNA splice mod: -4%; HTT ATP protect: -12%

Results for O=c1c2ccccc2nc(SCc2cc(=O)n3ccsc3n2)n1CCCO ?
HttQ103 aggreg: inconclusive; CBFb RUNX1 block: inconclusive; SMN2 splice enh: 16%; IMPase Li cell: 18%[38.3 µM]; LMNA splice mod: -11%; KinaseGlo FLuc: -5%; HTT ATP protect: -5%

Results for CO/N=C/c1cccn1-c1nccc(OC)c1C#N ?
HttQ103 aggreg: -2%[9.22 µM]; CBFb RUNX1 block: 6%; IMPase Li cell: -3%; HTT ATP protect: 10%[10 µM]

Results for Cc1ccc(N2C(=O)SC(N(CC(=O)O)c3ccc(C)cc3)C2=O)cc1 (centres undefined) ?
HttQ103 aggreg: -6%[9.22 µM]; CBFb RUNX1 block: -5%; IMPase Li cell: 15%; KinaseGlo FLuc: 0%; HTT ATP protect: 0%[10 µM]

How did NS(=O)(=O)c1ccc(CCNC(=O)/C=C/c2ccc([N+](=O)[O-])cc2)cc1 do in these assays?
HttQ103 aggreg: -13%; CBFb RUNX1 block: -4%; SMN2 splice enh: -34%[inhibitor]; IMPase Li cell: 1%; KinaseGlo FLuc: -3%; HTT ATP protect: -3%

Results for O=[N+]([O-])c1ccc(Oc2cccc(Br)c2)c2ccncc12 ?
HttQ103 aggreg: -2%; CBFb RUNX1 block: -22%; SMN2 splice enh: 7%; IMPase Li cell: 27%[38.3 µM]; LMNA splice mod: inconclusive; KinaseGlo FLuc: -3%; HTT ATP protect: 19%

How did Cc1ccc(CNC(=O)CN(C)S(=O)(=O)c2cccs2)cc1 do in these assays?
HttQ103 aggreg: -8%; CBFb RUNX1 block: 5%; SMN2 splice enh: 8%; IMPase Li cell: -2%; LMNA splice mod: -1%[9.22 µM]; KinaseGlo FLuc: 0%; HTT ATP protect: -6%

What do the screens show for `COc1ccc2cc(-c3[nH]ncc3CN3CCCCO3)ccc2c1`?
HttQ103 aggreg: 5%[9.22 µM]; CBFb RUNX1 block: -4%; IMPase Li cell: 17%; LMNA splice mod: 6%[46 µM]; KinaseGlo FLuc: 1%; HTT ATP protect: 2%[10 µM]

What do the screens show for `COC(C(=O)Nc1ccc(C(C)=O)cc1)c1ccccc1` (centres undefined)?
HttQ103 aggreg: 4%; CBFb RUNX1 block: 5%; SMN2 splice enh: 25%; IMPase Li cell: 0%; LMNA splice mod: 4%; KinaseGlo FLuc: 2%

Results for CCc1cccc(CC)c1NC(=O)COC(=O)c1cccc(-c2ccc(OC(C)=O)cc2)c1 ?
HttQ103 aggreg: 2%; CBFb RUNX1 block: -1%; SMN2 splice enh: 6%; IMPase Li cell: -24%; LMNA splice mod: -1%; KinaseGlo FLuc: 1%; HTT ATP protect: 21%[10 µM]

Results for CC1CC(N(C(=O)c2ccco2)c2ccccc2)c2ccccc2N1C(=O)c1ccco1 (centres undefined) ?
HttQ103 aggreg: -14%; CBFb RUNX1 block: -2%; SMN2 splice enh: -22%; IMPase Li cell: 28%[38.3 µM]; LMNA splice mod: -12%; KinaseGlo FLuc: -1%; HTT ATP protect: 25%

How did CSc1nnc(-c2ccc(NC(=O)CCc3ccccc3)cc2)n1C do in these assays?
HttQ103 aggreg: 2%; CBFb RUNX1 block: 7%; SMN2 splice enh: 11%; IMPase Li cell: 15%[38.3 µM]; LMNA splice mod: -9%; KinaseGlo FLuc: 0%; HTT ATP protect: 11%[10 µM]
